Screening data (PubChem BioAssay)
ELG1 DNA repair: blocks ELG1-dependent DNA repair in HEK293T cells; HEK293T ELG1-luciferase reporter, luminescence, 16 h; DNA damage induced by 5-fluorouridine; Potency, µM (top dose mostly 46.1 µM), for the others: at the highest dose activity change, negative = inhibition, usual class: inhibitors; actives 2.3% (n = 330,000); further: potency means the concentration at half of the fitted maximal effect; on the % scale 0 is the no-effect control and ±100 the full control effect; nearly all actives have a fitted effect of over 55% in size
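5-Fluorouridine DNA damage + compound/DMSO, 2,000 cells/well, 16 h, 37 °C/5% CO2. ONE-Glo, 30 min RT, luminescence. Readout = decrease in reporter signal.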
Mito fusion act: mitochondrial division inhibition or fusion activation | S. cerevisiae fusion-defective mutant growth rescue, CellTiterGlo 48 h | Potency, µM (highest dose often 46.1 µM), for inactives: top-dose growth rescue (activation), usual class: activators | actives 0.23% (n = 320,000) | AID 485298;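 further: potency means the concentration at half of the fitted maximal effect; % of control where 0% means no effect; nearly all actives have a fitted effect of over 45% in size; temperature-sensitive fusion mutants such as fzo1-1 at 37 °C on non-fermentable ethanol glycerol medium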
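Yeast fusion mutant, YPEG (non-fermentable carbon), compound, 48 h at 37C non-permissive; CellTiterGlo added, 10 min RT, luminescence read. Rescued growth = division inhibition.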
TRPV1 ag: agonists of human vanilloid receptor 1 (TRPV1); Q8NER1; TRPV1-expressing cells, Fluo-8 calcium influx, agonist mode; activation, % at 8.33 µM; actives 0.19% (n = 320,000); in the data active means activation above about 80%; inconclusive means between about 30% and that limit; further: 0% is about no effect
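Fluo-8 calcium influx in TRPV1-expressing cells, kinetic read (ex 480/em 520 nm). Compound added and read 3 min for agonist activity, followed by capsaicin at EC20 final and 2 min further read for enhancement.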
hERG WT inh: blocks the wildtype human KCNH2 potassium channel; Q12809; U2OS, BacMam KCNH2, thallium flux FluxOr; stronger effect = lower value; activity change, % at 1.84 µM; actives 0.37% (n = 340,000);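 active means maximum activity change below -70%; inconclusive means maximum activity change between -70% and -50%; inactive means maximum activity change above -50%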; further: on the % scale 0 is the no-effect control and ±100 the full control effect
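U2OS cells transduced with wild-type KCNH2 virus are loaded with FluxOr dye for 45 min, and thallium flux is measured in kinetic reads before and after stimulation buffer. Rate constants are normalized to DMSO controls.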
AT treatment: potential ataxia-telangiectasia treatments restoring KAP-1 phosphorylation; Potency, µM (titrated, usually from 57.5 µM), without a hit: top-dose activation, usual class: activators; […] A-T fibroblasts, KAP-1 phosphorylation AlphaLISA; neocarzinostatin DNA damage 30 min before lysis; actives 0.19% (n = 320,000); further: potency means the concentration at half of the fitted maximal effect; % of control where 0% means no effect; nearly all actives have a fitted effect of over 45% in size
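hTERT-immortalized A-T patient fibroblasts ([…]), 500 cells/well in OPTI-MEM, 1% FBS, got compounds for 60 min, then NCS for 30 min at 37C. Lysates were then assayed for phospho-KAP-1 by AlphaLISA (anti-pKAP1 donor, anti-KAP1 acceptor beads), 6 hr at 25C.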
TCR act: T cell receptor activation. 330,000 tested, under 10 active. Potency, µM (highest dose often 9.22 µM), for inactives: at the highest dose activation of IL-2 secretion, hits mostly activators. primary human leukocytes, anti-CD3, IL-2 HTRF, 48 h. AID 504894; further: % of control where 0% means no effect
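Primary human leukocytes were stimulated with a-CD3 beads plus compounds for 48 hr without co-stimulation; secreted IL-2 was quantified by HTRF using a-IL-2-K (europium cryptate) and a-IL-2-d2, excited at 320nm with acceptor emission read at 665nm.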
USP2a inh: inhibitors of human ubiquitin-specific protease USP2a. O75604. USP2 core, Ub-CHOP2 coupled fluorogenic reporter, 485/531. Potency, µM (highest dose often 38.3 µM), inactives show top-dose activity change, negative = inhibition, most hits filed as inhibitors. actives 0.01% (n = 330,000);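 further: potency means the concentration at half of the fitted maximal effect; plate controls were DMSO wells for no effect and full inhibition by NEM control for full effect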
Target sequence (O75604 whole entry, looked up): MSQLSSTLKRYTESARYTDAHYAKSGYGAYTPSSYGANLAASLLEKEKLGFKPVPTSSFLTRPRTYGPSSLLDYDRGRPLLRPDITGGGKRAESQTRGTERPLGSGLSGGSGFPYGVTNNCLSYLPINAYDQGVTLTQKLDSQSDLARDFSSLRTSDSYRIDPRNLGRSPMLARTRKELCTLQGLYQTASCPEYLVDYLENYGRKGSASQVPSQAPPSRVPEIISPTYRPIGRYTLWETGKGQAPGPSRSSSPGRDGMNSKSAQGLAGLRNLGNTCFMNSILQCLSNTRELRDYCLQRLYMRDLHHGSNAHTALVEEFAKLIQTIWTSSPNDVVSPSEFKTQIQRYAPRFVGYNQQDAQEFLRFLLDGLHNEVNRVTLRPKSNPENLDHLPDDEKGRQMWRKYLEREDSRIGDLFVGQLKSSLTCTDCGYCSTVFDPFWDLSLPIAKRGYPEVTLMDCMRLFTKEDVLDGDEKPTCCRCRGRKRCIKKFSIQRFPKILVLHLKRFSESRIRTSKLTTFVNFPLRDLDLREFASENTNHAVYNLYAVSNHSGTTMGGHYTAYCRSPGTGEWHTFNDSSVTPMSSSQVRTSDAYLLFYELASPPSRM
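USP2 core (10nM final) preincubated 30min RT with compound in 20mM Tris-HCl pH 8.0, 2mM CaCl2, 2mM beta-mercaptoethanol, 0.05% CHAPS; 25nM Ub-CHOP2 plus 25nM reporter substrate added, fluorescence (Ex485/Em531) read after 60min.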
KCNH2 3.1 inh: inhibitors of human KCNH2 3.1 potassium channel isoform. U2OS KCNH2 3.1, thallium flux FluxOr; stronger effect = lower value. activity change, % (tested at about 1.8 µM). actives 0.95% (n = 340,000). AID 720553;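 active means maximum activity change below -70%; inconclusive means maximum activity change from -70% to -50%; inactive means maximum activity change above -50%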;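 further: thallium influx rate constant from kinetic fluorescence after stimulation buffer; on the % scale 0 is the no-effect control and ±100 the full control effect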
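Virally transduced U2OS (3.1 isoform, 4 h infection in dark at RT) → overnight 37 C → FluxOr + Red40 in HBSS/HEPES, 45 min → stimulation buffer, 2 min kinetic read → rate constant vs DMSO controls.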
Eya2 phos inh: blocks the phosphatase activity of human Eya2; O00167; recombinant Eya2, OMFP fluorescence dephosphorylation (OMFP is methylfluorescein phosphate); Potency, µM (top dose mostly 76.9 µM), without a hit: at the top dose activity, negative = inhibition, actives largely listed as inhibitors; actives 0.006% (n = 330,000); AID 488837; further: potency means the concentration at half of the fitted maximal effect; on the % scale 0 is the no-effect control and ±100 the full control effect
Target sequence (O00167 whole entry, looked up): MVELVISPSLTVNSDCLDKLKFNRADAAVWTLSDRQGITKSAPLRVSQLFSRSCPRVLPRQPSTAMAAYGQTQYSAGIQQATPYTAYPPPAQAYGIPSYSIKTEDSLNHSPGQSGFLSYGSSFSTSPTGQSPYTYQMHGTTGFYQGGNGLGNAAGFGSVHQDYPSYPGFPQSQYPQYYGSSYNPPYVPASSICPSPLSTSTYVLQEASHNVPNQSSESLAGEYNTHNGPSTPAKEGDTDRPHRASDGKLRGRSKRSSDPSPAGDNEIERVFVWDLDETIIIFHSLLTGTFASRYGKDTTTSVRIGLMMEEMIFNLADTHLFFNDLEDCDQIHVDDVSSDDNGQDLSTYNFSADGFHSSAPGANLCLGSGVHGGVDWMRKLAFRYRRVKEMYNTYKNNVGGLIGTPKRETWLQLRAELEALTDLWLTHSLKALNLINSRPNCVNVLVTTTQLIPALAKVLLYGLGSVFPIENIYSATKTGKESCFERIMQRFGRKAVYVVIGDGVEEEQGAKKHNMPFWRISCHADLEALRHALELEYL
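Eya2 (0.2 uM) preincubated 10 min at ambient with compound, then OMFP substrate added at 50 uM; 10 min reaction in 50 mM HEPES pH 7.5, 50 mM NaCl, 5 uM MgCl2, 0.05% BSA, 1 mM DTT. Fluorescence read at Ex 485/Em 525 nm.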
TSHR antagonist: antagonists of human thyroid stimulating hormone receptor; activity change, negative = inhibition, % at 11.5 µM; P16473; TSHR-expressing cells, TSH-stimulated cAMP HTRF, 2 h; stronger effect = lower value; AID 504810; actives 0.2% (n = 330,000);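 active means activity change below a set negative limit, meaning inhibition stronger than a set level, cut at about -70% in these data; inconclusive means activity change between two set negative limits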; further: on the % scale 0 is the no-effect control and ±100 the full control effect
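Cell-based HTRF cAMP assay; TSHR cells + compound, TSH EC80 (4nM final), 2 h, 37 deg C. Lysis with anti-cAMP cryptate and cAMP-d2, 30 min RT, read 665/620 nm.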
Active calls of the source: *; ? = inconclusive; / = no result given; [ ] = remark or other dose. Unless noted, the call rests on the fitted dose curve; in most records, active means well fitted curve in the direction sought with a large enough effect; inconclusive means small, poorly fitted or top-dose-only effect, or another doubt; inactive means no such curve, though single readings can be large; an effect the other way counts as inactive or inconclusive. Some of the compounds tested; the hit share may differ from the screen's.

SMILES | ELG1 DNA repair | Mito fusion act | TRPV1 ag | hERG WT inh | AT treatment | TCR act | USP2a inh | KCNH2 3.1 inh | Eya2 phos inh | TSHR antagonist
CCOc1cc(CNCC2CCCO2)cc(Br)c1OCC(N)=O (stereo not drawn) | -1% | -2% | -2 | 2 | -3% | 3% | 0% | -2 | -4% | -1
Cc1ccc(-n2c(CNc3ccc(F)cc3)nnc2SCC(=O)N2CCCC2)cc1 | -12% | 3% | 2 | 2 | 3% | / | -3% | 6 | -14% | 11
O=C(NCc1ccccc1)C1=C[C@@H](c2csc3ccccc23)C[C@@H](OCc2ccc(CO)cc2)O1 | -28% | 0% | 8 | 0 | -12% | -37% | 1% | -8 | -3% | 9
COc1ccc(-c2noc(CCC(=O)NCc3cc(Br)ccc3OC)n2)cc1 | / | 1% | -1 | 1 | / | -2% | / | 18 | / | /
CCCn1c(SCC(=O)Nc2cccc(C(=O)OC)c2)nnc1-c1cccnc1 | -5% | -2% | -6 | -6 | 4% | -3% | -3% | -9 | -2% | 0
Nc1sc2c(c1C(=O)c1ccccc1)CCCC2 | 1% | 3% | -4 | -1 | -2% | -1% | 0% | 9 | -36% | -29
COCCCNC(=O)[C@H]1N2C(=O)c3ccccc3C2SC1(C)C (stereo partly drawn) | -4% | 16% | -4 | -1 | 6% | 5% | 2% | -15 | -9% | 1
CNC(=O)C1CC(=O)N(c2ccc(OCC(=O)Nc3ccccc3C)cc2)C1 (stereo not drawn) | ? | -1% | 0 | -14 | 1% | 1% | -1% | 9 | 31% | -6
CCCCOC(=O)Nc1cccc(Cl)c1C | 0% | -5% | 29 | 37 | 5% | -1% | 2% | 25 | -7% | -11
CCn1c(SCC(=O)N2CCc3ccccc3C2)nc2sc(C)c(C)c2c1=O | -19% | 9% | ? | 4 | -8% | 8%[46.1 µM] | 2% | -15 | 5% | -8
CC(=O)Nc1ccc(S(=O)(=O)N(C)CC(=O)OCC(=O)N2CCN(C(=O)c3ccco3)CC2)cc1 | -5% | -2% | 2 | 0 | 4% | -14% | 0% | 7 | 6% | -2
COC(=O)C1=C(C)N=C2SC(C#N)=C(N)N2C1c1cc(OC)c(OC)c(OC)c1 (stereo not drawn) | 1% | -1% | 2 | 1 | 3% | 2% | -2% | -10 | -23% | -1
Cc1ccc(C(=O)NCC(=O)N/N=C/c2sccc2C)cc1[N+](=O)[O-] | -10% | -1% | 5 | / | -3% | -1% | 2% | 8 | 2% | 3
COc1ccc(NC(=O)CCc2ccccc2)cc1NC(=O)c1ccco1 | -7% | 4% | 1 | 18 | 7% | / | 1% | -5 | 1% | -1
CC(C(=O)Nc1cccc(S(=O)(=O)N2CCOCC2)c1)N1CCN(C)CC1 (stereo not drawn) | 14% | -1% | -3 | -13 | -18% | 13% | 1% | -17 | 4% | 14
Cc1ccc2c(c1)N(CC(=O)NCC(C)c1ccccc1)C(=O)c1cccnc1O2 (stereo not drawn) | -30% | 1% | 6 | 22 | -3% | 1% | 2% | -1 | 2% | 1
Cc1ccc(C(=O)OC(C)C(=O)c2cc(C)c(C)cc2C)o1 (stereo not drawn) | -3% | -7% | 29 | -4 | 6% | 1% | -5% | -15 | -4% | -12
CC(=O)Nc1cccc(NC=C(C#N)C#N)c1 | 0% | -5% | -5 | / | -5% | -5% | 1% | -21 | 0% | -9
O=C(CCS(=O)(=O)c1cccs1)Nc1ccc(C(=O)NCc2ccc(F)cc2)cc1 | -18% | 2% | -6 | -4 | 0% | -4% | -1% | 8 | -24% | 23
CCOc1ccc(CCNC(=O)CSc2n[nH]c(N)n2)cc1OCC | 14% | -1% | -1 | -3 | -2% | -1% | 0% | 14 | -2% | 55
CC(C)C(=O)N1CCN(c2ccc([N+](=O)[O-])cc2Cl)CC1 | 2% | 0% | 19 | -15 | 1% | -2%[46.1 µM] | 2% | 8 | -3% | 0
Cc1c(NC(=O)c2ncn[nH]2)cccc1-c1nc2ccccc2s1 | ? | -1% | -2 | 0 | 6% | 0%[46.1 µM] | -1% | -10 | -1% | 7
COc1cccc(CN(C)C(=O)CSCC(=O)Nc2ccc(C)cc2)c1OC | -9% | 1% | 4 | 3 | 13% | 0% | 3% | 1 | 12% | -1
Cc1cccc(C)c1NC(=O)CSc1nnc(NC(=O)C2CC2)s1 | -15% | 11% | 1 | -21 | -6% | -2% | 0% | -1 | 15% | -4
CCOc1cc(S(=O)(=O)N2CCC(Cc3ccccc3)CC2)c(OCC)cc1-n1cnnn1 | ? | -6% | 2 | -8 | 3% | -2% | -1% | -5 | 1% | -7
Cc1ccc(S(=O)(=O)/N=C(/Nc2nc(C)cs2)c2ccccc2)cc1 | 0% | / | / | -13 | 0% | / | 4% | -6 | 6% | /
CC(CCc1ccccc1)NC(=O)c1nnc(Cc2ccc(Cl)cc2)o1 (stereo not drawn) | ? | 24% | 24 | -12 | -5% | -7% | -2% | -1 | -1% | -5
Cc1nn(-c2ccc(N3CCOCC3)nn2)c(C)c1CCC(=O)NCc1ccccc1F | 19% | 9% | 2 | -15 | -2% | -4% | 0% | 12 | -9% | -105*
Cc1onc(-c2ccccc2)c1C(=O)N=C(N)c1ccc(C(F)(F)F)cc1 | 6% | -1% | 0 | 2 | -5% | -4% | 1% | -44 | 12% | -9
COc1ccccc1C(=O)Nc1ccc(S(=O)(=O)N2CCOCC2)cc1 | -12% | 4% | 13 | -15 | 4% | -2% | -1% | -14 | -33% | 0
CCN(CC)CCn1c2c(c(SCC(=O)Nc3nc4ccc(C)cc4s3)nc1=O)CCC2 | 3% | 0% | 1 | 25 | -5% | -2% | 2% | -17 | -11% | 2
CC(=O)OCC(=O)Nc1ccc(SC(F)F)cc1 | 0% | 7% | 19 | 4 | 1% | 5% | 0% | 5 | 17% | 0
O=C(NC1CCN(Cc2ccccc2)C1)c1cc(COc2ccc(F)cc2F)on1 (stereo not drawn) | 9% | -7% | -5 | 21 | 0% | 2% | 0% | -2 | -16% | 13
CCN(CC)CCNc1cc(C)nc2c1C(=O)C(=O)C=C2N1CCCCC1 | -6% | -5% | -1 | -1 | 5% | 3% | 0% | 7 | -3% | -7
O=C(O)c1cc(C(=O)C2CC2)c[nH]1 | -3% | 7% | 1 | -6 | 1% | 0% | 0% | 0 | 14% | 3
COc1ccc(-c2nn(-c3ccccc3)cc2C(=O)NC(=S)Nc2cc(Cl)ccc2Cl)cc1 | ? | -7% | 4 | -2 | 6% | -1% | -2% | 0 | -4% | 19
Cc1ccccc1N(C(=O)c1csnn1)C(C(=O)NC1CCCC1)c1ccncc1 (stereo not drawn) | 1% | -3% | 0 | 7 | -1% | -1% | 1% | -3 | -11% | 1
CC(C)Oc1ccc(CCc2n[nH]c(=S)n2-c2ccccc2)cc1 | ? | -7% | 1 | 9 | 7% | -6% | 0% | 0 | 10% | -13
Cc1c(C(=O)N/N=C/c2cccc(O)c2)nnn1-c1nonc1N | 2% | 4% | 4 | 4 | -3% | -3% | 0% | -24 | 0% | -15
O=C(O)c1cccc(S(=O)(=O)Nc2ccc(Cc3ccncc3)cc2)c1 | 14% | / | / | -9 | 14% | 5%[46.1 µM] | 2% | -12 | 10% | 5

Shown as tab-separated lines: entries from further up
smiles	ELG1 DNA repair	Mito fusion act	TRPV1 ag	hERG WT inh	AT treatment	TCR act	USP2a inh	KCNH2 3.1 inh	Eya2 phos inh	TSHR antagonist
O=C(NC1CCN(Cc2ccccc2)C1)c1cc(COc2ccc(F)cc2F)on1 (stereo not drawn)	9%	-7%	-5	21	0%	2%	0%	-2	-16%	13
COc1ccc(-c2nn(-c3ccccc3)cc2C(=O)NC(=S)Nc2cc(Cl)ccc2Cl)cc1	?	-7%	4	-2	6%	-1%	-2%	0	-4%	19

(further entries)
SMILES | ELG1 DNA repair | Mito fusion act | TRPV1 ag | hERG WT inh | AT treatment | TCR act | USP2a inh | KCNH2 3.1 inh | Eya2 phos inh | TSHR antagonist
Cc1ccccc1NC(=O)Oc1cccc(OC(=O)c2ccccc2)c1 | -13% | -11% | 13 | -1 | -11% | -5% | -1% | 0 | -26% | 4
CCOc1ccc(-n2cc(C(=O)c3cc(Cl)ccc3O)cc(C#N)c2=O)cc1 | ? | 24% | 2 | -27 | 2% | -2% | -2% | 13 | 12% | -24
NNC(=O)c1ccc(COc2cccc3ccccc23)cc1 | -1% | 3% | 18 | -13 | 1% | -2%[46.1 µM] | 1% | -3 | -13% | -2
CCc1nnc(NC(=O)Cc2ccc(S(=O)(=O)N3CCCCC3)cc2)s1 | -4% | -3% | 4 | -8 | 4% | -1% | -1% | -5 | 4% | -5
CCN(CC(=O)Nc1c(F)cccc1F)C(=O)Cc1ccc2c(c1)CCC2 | 0% | 1% | 1 | -15 | -1% | 5% | 0% | -21 | 0% | 1
CC(=O)Nc1cc(S(=O)(=O)Nc2ccc(C)cc2)c(C)cc1C | -5% | 2% | 4 | 1 | -3% | 1% | 3% | 39 | 7% | 22
